# DENV2 CPE: protects cells from dengue virus 2 cytopathic effect. DENV2-infected cells, cytopathic effect rescue, plate reader. CPE inhibition, % at 9.99 µM. 1.7% of 350,000 active. AID 651640; in the data active = CPE inhibition above about 20%, passing the limit was not always enough; inconclusive = no clear call, values can overlap the other calls; tested in BHK-21 cells;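 also: 0% = median of neutral control wells and 100% = median of positive control wells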
# SIRT5 block: blocks human SIRT5 desuccinylation of peptide. AID 652115. inhibition, % at 15 µM. Purified SirT5, succinyl-peptide AMC, trypsin-coupled fluorescence. 1.1% of 330,000 active. Q9NXA8; in the data active = inhibition above about 15%; inconclusive = no clear call, values can overlap the other calls
# Target sequence (Q9NXA8 whole entry, looked up): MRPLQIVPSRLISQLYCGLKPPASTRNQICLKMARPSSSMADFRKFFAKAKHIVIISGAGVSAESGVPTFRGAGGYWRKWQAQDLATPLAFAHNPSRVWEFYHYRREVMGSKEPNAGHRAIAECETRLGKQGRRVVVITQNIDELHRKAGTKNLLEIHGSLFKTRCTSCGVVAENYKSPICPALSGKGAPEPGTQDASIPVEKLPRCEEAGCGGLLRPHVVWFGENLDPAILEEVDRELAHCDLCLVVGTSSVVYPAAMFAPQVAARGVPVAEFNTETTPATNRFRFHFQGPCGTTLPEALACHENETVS
# PglD DTNB: PglD (C. jejuni) enzyme inhibition; purified PglD enzyme, DTNB colorimetric CoA detection; inhibition, % at 12.5 µM; 0.098% of 360,000 active; AID 602405; in the data active = inhibition above about 16%, passing the limit was not always enough; inconclusive = no clear call, values can overlap the other calls; also: strong numbers were not always called active
# ERp5 inh: inhibitors of human ERp5. 0.05% of 350,000 active. AID 651711. Q15084. ERp5 insulin aggregation, absorbance 650 nm, 90 min. inhibition, % at 9.99 µM;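 active = mean replicate inhibition above about 25%, with every replicate also reaching it, limit read from the data, passing the limit was not always enough; inconclusive = only one of those two criteria met; inactive = neither criterion met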
# S100A4 MyoIIA: S100A4-myosin IIA interaction inhibition; P26447; S100A4/TAMRA-MyoIIA peptide fluorescence polarization; inhibition, % at 10.7 µM; 0.14% of 360,000 active; AID 652163;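 active = mean inhibition of at least 70% across replicates, with every replicate also reaching that level; inconclusive = mean inhibition reaches 70% but some replicates fall short; inactive = mean inhibition below 70%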
# Target sequence (P26447 whole entry, looked up): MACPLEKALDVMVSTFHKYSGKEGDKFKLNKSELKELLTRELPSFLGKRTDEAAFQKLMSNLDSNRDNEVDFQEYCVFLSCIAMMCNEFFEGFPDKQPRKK
#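 System – human S100A4 monomer protein, biochemical binding assay · Buffer or medium – Calcium-containing HEPES buffer, pH 7.2 · Timing – 5 min between mix addition and reading · Also added – TAMRA-labelled myosin IIA heavy-chain peptide probe, 5 nM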
# E-sel inducer: E-selectin induction on HUVECs | HUVEC E-selectin immunofluorescence imaging; normalized: neutral wells 0, TNF-alpha wells 100 | AID 686992 | 0.37% of 260,000 active | activation, % at 7.58 µM;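 active = mean E-selectin-positive cell signal at least 10% of the positive control, reached in at least 60% of replicates, without over 20% cell loss; inconclusive = no rule given, readout overlaps actives, possibly toxicity-flagged; inactive = the rest, including those meeting only one limit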;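 also: in these data hits start at about 27%; measured in HUVEC primary endothelial cells; signal is the percent of cells scored E-selectin positive by PE staining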
# Target sequence (P16581 whole entry, looked up): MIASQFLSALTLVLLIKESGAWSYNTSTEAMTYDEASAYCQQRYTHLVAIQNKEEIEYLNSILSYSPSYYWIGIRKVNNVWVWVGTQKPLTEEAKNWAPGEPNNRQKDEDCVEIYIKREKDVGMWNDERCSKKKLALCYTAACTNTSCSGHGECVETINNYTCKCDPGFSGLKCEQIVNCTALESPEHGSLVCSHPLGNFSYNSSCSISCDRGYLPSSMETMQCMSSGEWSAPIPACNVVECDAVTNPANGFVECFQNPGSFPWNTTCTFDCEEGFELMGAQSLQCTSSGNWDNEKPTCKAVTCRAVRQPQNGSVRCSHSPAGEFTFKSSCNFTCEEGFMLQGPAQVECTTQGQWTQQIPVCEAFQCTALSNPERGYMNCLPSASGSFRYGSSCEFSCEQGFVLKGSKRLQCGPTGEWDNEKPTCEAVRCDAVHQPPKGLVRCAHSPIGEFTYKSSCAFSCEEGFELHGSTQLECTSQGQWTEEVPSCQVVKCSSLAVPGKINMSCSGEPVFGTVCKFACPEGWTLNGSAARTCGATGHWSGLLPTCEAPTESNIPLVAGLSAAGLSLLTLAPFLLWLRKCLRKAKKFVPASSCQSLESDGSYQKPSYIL
#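 Test system: HUVEC | Signal: Immunofluorescence imaging | Read-out: Percent E-selectin-positive cells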
# Statin myotox sup: protects C2C12 myotubes from simvastatin toxicity; ATP luminescence, 48 h; scaled: DMSO 0, geranylgeraniol control 100; rescue of ATP level, % at 7.49 µM; 0.78% of 330,000 active; AID 602340;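 active = mean ATP rescue above about 67%, or every replicate alone reaching that limit, limit read from the data, passing the limit was not always enough; inconclusive = no clear call, values can overlap the other calls; inactive = mean under the limit and some replicate under it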;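 also: myotubes were challenged with 10 µM simvastatin during compound exposure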
# Starred values were filed as active, the others as inactive; ? = inconclusive; · = not tested or not shown.
# Order of results – DENV2 CPE	SIRT5 block	PglD DTNB	ERp5 inh	S100A4 MyoIIA	E-sel inducer	Statin myotox sup
CCC(=O)N(C)C[C@H]1Oc2ncc(-c3ccccc3C)cc2C(=O)N([C@@H](C)CO)C[C@@H]1C
    8	-2	0	-5	0	1.4	25
CNc1nc(NC)nc(NNC(=O)c2ccccc2)n1
    -3	·	3	-1	0	·	3
CCCN1C[C@@H](C)[C@H](OC)CN(C)C(=O)c2cc(NS(=O)(=O)c3cn(C)cn3)ccc2OC[C@@H]1C
    -6	8	2	2	0	0.0	10
CN(CC(=O)NC1CCN(Cc2ccccc2)CC1)S(=O)(=O)c1ccc(Cl)cc1
    -3	-2	-2	-9	-6	-0.7	-3
Cc1ccc(CNC(=O)COC(=O)c2nc(-c3ccccc3)oc2C)cc1
    -6	-1	5	-2	-3	0.7	4
CCn1c(-c2ccccc2)csc1=Nc1ccc(O)cc1
    7	-2	·	-2	0	·	·
COCC#Cc1ccc2c(c1)O[C@@H](CN(C)Cc1ccccc1)[C@@H](C)CN([C@H](C)CO)S2(=O)=O
    -8	-1	0	2	1	-0.2	4
C/C=C/c1ccc([C@@H]2[C@@H](CO)N3C(=O)CN(Cc4ccccc4)C[C@@H]23)cc1
    8	-1	·	-4	-12	0.2	·
C[C@@H]1CN([C@@H](C)CO)C(=O)c2cc(NC(=O)c3ccncc3)ccc2O[C@H]1CN(C)C(=O)NC1CCCCC1
    35*	3	-1	-1	3	·	6
O=S(=O)(NNc1cccc(Cl)n1)c1ccc(Cl)cc1
    -7	-5	-1	11	-6	·	12
Cn1c(N)c(C(=O)CSc2nnc(Cc3cccs3)n2C2CC2)c(=O)n(C)c1=O
    -6	-5	3	2	-3	·	5
O=[N+]([O-])c1ccc(COc2ccc(CN3CCCC3)cc2)cc1
    9	·	4	-4	-1	0.0	1
COc1ccc(-c2cc(C(=O)OCc3ccccn3)c3ccccc3n2)cc1
    -2	-2	-3	-2	-4	·	1
CNC[C@@H]1OCCCC[C@H](C)Oc2ccc(NS(=O)(=O)c3ccc(Cl)cc3)cc2C(=O)N([C@H](C)CO)C[C@@H]1C
    -1	2	6	3	-7	0.0	12
CN(C)S(=O)(=O)c1cccc(NC(=O)COC(=O)c2cccnc2Cl)c1
    -6	1	4	-3	-2	-0.1	1
CCC(=O)N1[C@H](C(=O)NCc2ccc(F)cc2)[C@@H](CO)[C@@H]2Cn3c(cccc3=O)[C@@H]21
    2	3	2	-1	8	0.2	-9
O=C(Cn1cnc2cc([N+](=O)[O-])ccc2c1=O)NCCc1ccc(Cl)cc1
    -1	0	1	9	-2	·	14
O=C(Nc1ccc(NC(=O)c2ccncc2)cc1)c1ccncc1
    8	-3	·	5	-3	1.2	·
CCNC(=O)N(C)c1c(CC)nc2ccc(C(=O)N3CCN(C(C)=O)CC3)cn12
    0	·	-1	1	-2	0.0	-7
COc1cccc(-c2ccc3c(c2)[C@H]2[C@H](CCN2C(=O)c2ccc(F)cc2)[C@@H](CO)N3)c1
    -33	2	-16	7	29	0.0	22

# 4 compounds already listed, sorted by the value under ERp5 inh, ascending:
molecule	ERp5 inh
O=[N+]([O-])c1ccc(COc2ccc(CN3CCCC3)cc2)cc1	-4
CCNC(=O)N(C)c1c(CC)nc2ccc(C(=O)N3CCN(C(C)=O)CC3)cn12	1
Cn1c(N)c(C(=O)CSc2nnc(Cc3cccs3)n2C2CC2)c(=O)n(C)c1=O	2
CNC[C@@H]1OCCCC[C@H](C)Oc2ccc(NS(=O)(=O)c3ccc(Cl)cc3)cc2C(=O)N([C@H](C)CO)C[C@@H]1C	3

# The results go on:
# Order of results – DENV2 CPE	SIRT5 block	PglD DTNB	ERp5 inh	S100A4 MyoIIA	E-sel inducer	Statin myotox sup
CCCNC(=O)N1C[C@@H](O)COC[C@H]2O[C@@H](CC(=O)N[C@H]3CCN(Cc4ccccc4)C3)CC[C@@H]21
    -4	·	8	·	·	-0.1	3
CCN(Cc1cnn(C)c1)C(=O)C1CCC(=O)N(CCc2ccc(OC)cc2)C1 (centres undefined)
    -3	9	1	1	2	·	21
O=C(C[C@H]1CC[C@@H](NS(=O)(=O)c2ccccc2)[C@H](CO)O1)N1CCc2ccccc2C1
    6	1	3	-5	3	0.2	10
Cc1c(C(=O)N(C)CCCCN2CCOCC2)oc2c(F)cccc12
    4	4	-3	4	0	0.1	0
COCCN(C(=O)C1CCN(C(=O)c2ccccc2C)CC1)c1c(N)n(CC(C)C)c(=O)[nH]c1=O
    -12	-4	-6	-2	-10	0.7	24
COc1ccc(-c2ccc3c(c2)O[C@@H](CN(C)C(=O)Nc2ccccc2F)[C@@H](C)CN([C@H](C)CO)S3(=O)=O)cc1
    -1	-3	-1	3	15	0.1	-18
COC(C(=O)Nc1ccc(C(C)=O)cc1)c1ccccc1 (centres undefined)
    -1	1	·	2	2	0.0	·
COc1ccc2cc(-c3[nH]ncc3CN3CCCCO3)ccc2c1
    2	-4	-2	-5	-5	·	7
CCc1cccc(CC)c1NC(=O)COC(=O)c1cccc(-c2ccc(OC(C)=O)cc2)c1
    1	-1	·	5	0	8.0	·
Cc1ccc(S(=O)(=O)N(C)C[C@H]2Oc3ccc(NC(=O)C4CC4)cc3C(=O)N([C@H](C)CO)C[C@@H]2C)cc1
    -3	0	-5	0	-8	-7.3	-15
Cc1ccc(N2C(=O)SC(N(CC(=O)O)c3ccc(C)cc3)C2=O)cc1 (centres undefined)
    ·	-3	4	1	0	-0.4	1
CO/N=C/c1cccn1-c1nccc(OC)c1C#N
    -3	-1	·	-2	0	·	·
CC1=C(C(=O)Nc2cccc(C(=O)NC3CCCCC3C)c2)SCCO1 (centres undefined)
    4	-5	5	-1	-1	·	-15
Cc1ccc(CNC(=O)CN(C)S(=O)(=O)c2cccs2)cc1
    0	0	3	-2	5	·	-1
CN1C(=O)c2cc(NC(=O)C3CCOCC3)ccc2OC[C@@H]2O[C@@H](CC(=O)NCc3ccc4c(c3)OCO4)CC[C@H]21
    -6	1	-1	0	21	0.0	-18
NS(=O)(=O)c1ccc(CCNC(=O)/C=C/c2ccc([N+](=O)[O-])cc2)cc1
    -5	0	·	-3	-7	·	·
COc1ccc(CN2C(=O)C(CC(=O)NCc3ccco3)CC(C(=O)N3CCOCC3)=C2C)cc1 (centres undefined)
    ?	-7	5	6	-1	-6.4	-12
Cc1noc(C)c1S(=O)(=O)Nc1ccc2c(c1)C(=O)N([C@H](C)CO)C[C@@H](C)[C@H](CN(C)Cc1ccncc1)OCCCC[C@@H](C)O2
    -2	-3	1	2	-14	2.3	·
CCN(CC(=O)Nc1c(F)cccc1F)C(=O)C1CC(=O)N(c2ccc3c(c2)OCCO3)C1 (centres undefined)
    9	-2	2	2	4	·	20
CC(Nc1nc(-c2cccc(Br)c2)cs1)c1nc2cc(Cl)c(N3CCCCC3)cc2n1CCOCCO (centres undefined)
    -10	·	5	-3	-2	·	-29
CC(=O)Nc1ccc(NC(=O)C(C)NC(C)c2cccc3ccccc23)cc1 (centres undefined)
    -6	0	4	-2	-2	0.1	19
COc1ccc(C#Cc2ccc([C@@H]3[C@@H](CO)N4CCCCN(Cc5ccccc5F)C[C@H]34)cc2)cc1
    -34	1	-2	-7	-2	-0.1	-9
Cc1noc(C)c1S(=O)(=O)Nc1ccc2c(c1)C(=O)N([C@@H](C)CO)C[C@H](C)[C@H](CN(C)CC1CCCCC1)O2
    0	-1	7	5	0	-0.2	14
Cc1ccc(C(=O)N/N=C\c2ccc(-c3ccc(Cl)c(Cl)c3)o2)cn1
    13	2	-3	1	3	0.4	·
NC(=O)c1cccc(Nc2nc(C(N)Cc3ccc(C(F)(F)F)cc3)cs2)n1 (centres undefined)
    -1	1	1	-7	1	0.5	-15
Cc1cc(C)n2nc(SCCOc3ccc(F)cc3)nc2n1
    -4	-4	·	-2	-1	·	·
CCOc1ccc(S(=O)(=O)NC(C)C(=O)NCc2cccnc2)cc1 (centres undefined)
    0	1	2	1	-2	-12	19
O=C(NNC(=O)C1CCCCC1)c1ccc(Br)cc1
    7	-3	·	-2	0	-2.2	·
O=C(COC(=O)c1cc(Cl)ccc1O)Nc1ccc2c(c1)OCCO2
    1	0	-3	7	3	1.6	2
CC1(C)CC(=O)C=C(c2ccc(COC(=O)/C=C/c3ccccc3)cc2)C1=O
    -9	2	4	7	-2	-0.1	1
O=C(CSc1nnc(-c2ccncc2)n1Cc1ccco1)OC1CCCCC1
    -2	-3	-1	-2	-7	·	·
COc1ccc(CCNC(=O)CSc2nc(C)nc3c2c(=O)n(C)c(=O)n3C)cc1OC
    1	-3	-2	1	2	0.5	-3
Cc1cc(C)cc(C(=O)NCC(=O)N2CCN(C(c3ccccc3)c3ccccc3)CC2)c1
    4	1	1	3	-2	·	-23
O=S(=O)(c1ccc(NCc2ccccc2)cc1)N1CCOCC1
    ?	-2	-2	-3	-5	-0.2	-6
O=C(Nc1ccc(N2CCCC2)cc1)c1ccc([N+](=O)[O-])cc1Cl
    -1	-5	·	4	4	·	·
C[C@@H]1CN([C@@H](C)CO)C(=O)c2cc(C#Cc3ccccn3)cnc2O[C@@H]1CN(C)C(=O)c1cnccn1
    17	1	-8	-7	22	-0.1	4
COc1ccccc1NS(=O)(=O)c1cccc(NC(=O)c2sc3ccccc3c2Cl)c1
    -1	-3	-5	9	3	-1.3	·
COc1ccc2oc(-c3ccccc3)c(C(=O)N(C)C)c2c1
    -6	-2	4	1	4	·	-3
NNC(=O)CN1C(=O)Nc2ccc(Cl)cc2C1c1ccccc1 (centres undefined)
    ?	1	8	3	2	0.5	5
CCO[C@@H]1c2c(ccc3ccc(=O)oc23)OC(C)(C)[C@@H]1O
    ·	·	2	-2	3	4.7	-8
COc1cc(C(=S)N2CCOCC2)cc(OC)c1OS(=O)(=O)c1ccc(Cl)cc1
    -3	0	-1	-1	-1	·	-5
CCn1nc(C)c(CN2CCCC(C(=O)c3cccc(OC(C)C)c3)C2)c1C (centres undefined)
    8	-1	-4	3	6	·	4
Cn1c(SC2C(=O)CC(C)(C)CC2=O)nnc1-c1ccco1
    3	1	-1	0	6	·	16
O=C(CC1SC(=O)NC1=O)Oc1ccc(/C=N/NC(=O)c2ccccc2O)cc1 (centres undefined)
    -6	·	·	-10	0	1.6	·
COCCNC(=O)C1(C)CCCN(Cc2ccc(-c3ccccc3)o2)C1 (centres undefined)
    4	·	-4	-2	-7	-0.3	15
COc1ccc(OCC(=O)NC2CCCCCCC2)cc1
    -2	1	3	-4	-2	0.0	12
CCCN1CCN(C(=O)c2ccc(S(=O)(=O)N(C)c3ccccc3OC)cc2)CC1
    10	·	7	-3	0	-0.3	-1
CN(C(=O)c1ccccc1[N+](=O)[O-])c1ccccc1C(=O)NCc1ccccc1
    15	5	-3	7	-3	0.0	-1
Cc1ccc(N(C(=O)c2csnn2)C(C(=O)NC(C)(C)C)c2cccnc2)cc1 (centres undefined)
    -2	-4	·	1	3	3.9	·
COc1ccc(NC(=O)C[C@H]2C(=O)N(CCc3ccccc3)C[C@@H]2C)cc1
    -11	11	·	1	-1	-0.3	1
COc1ccccc1-c1oc2ccccc2c1-c1ccccc1OC
    11	-2	5	1	-3	-0.1	-19
Cc1cc(C(=O)N2CCCC(Nc3ccc(F)cc3)C2)c(C)o1 (centres undefined)
    2	-1	-1	1	3	-1.6	10
C[C@@H]1CN([C@H](C)CO)S(=O)(=O)c2ccc(Br)cc2O[C@H]1CN(C)C(=O)CC1CC1
    12	-4	2	3	-4	-0.3	·

# Screening results: PubChem BioAssay, Broad Institute

# A portion of the library. The share of hits here may be higher or lower than overall.
